# Assay outcomes as filed in PubChem.
# GALK inhibitor = inhibits human galactokinase | 44,000 tested, under 10 active | P51570 | recombinant GALK, Kinase-Glo ATP luminescence, 1 h | Potency, µM (titrated, usually from 57.5 µM), inactives show at the top dose activity, negative = inhibition, usual class: inhibitors;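 also: plate controls were full GALK reaction for no effect and reaction lacking GALK for full effect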
#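 5 nM GALK with 35 µM ATP and 100 µM galactose in HEPES pH 8.0, MgCl2, NaCl, DTT, BSA; 1 h RT reaction, remaining ATP detected by Kinase-Glo Plus luminescence after 10 min; qHTS concentration series.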
# FH mod = Identification of activators of human fumarate hydratase by quantitative high-throughput screening; Fumarate hydratase, mitochondrial (Homo sapiens), P07954; FH coupled MDH/diaphorase resazurin fluorescence, 15 min; Potency, µM (titrated, usually from 79.9 µM), inactives show top-dose activity change, negative = inhibition, actives largely listed as inhibitors; hit rate 0.22% among 54,000; AID 1347055, 2019; also: potency is read from the fitted curve at half-maximal effect; % is scaled to controls: 0 for no effect and ±100 for the full control effect; the screen sought activators but most active calls are inhibition curves; nearly all actives have a fitted effect of over 45% in size
# Target sequence (P07954 whole entry, looked up): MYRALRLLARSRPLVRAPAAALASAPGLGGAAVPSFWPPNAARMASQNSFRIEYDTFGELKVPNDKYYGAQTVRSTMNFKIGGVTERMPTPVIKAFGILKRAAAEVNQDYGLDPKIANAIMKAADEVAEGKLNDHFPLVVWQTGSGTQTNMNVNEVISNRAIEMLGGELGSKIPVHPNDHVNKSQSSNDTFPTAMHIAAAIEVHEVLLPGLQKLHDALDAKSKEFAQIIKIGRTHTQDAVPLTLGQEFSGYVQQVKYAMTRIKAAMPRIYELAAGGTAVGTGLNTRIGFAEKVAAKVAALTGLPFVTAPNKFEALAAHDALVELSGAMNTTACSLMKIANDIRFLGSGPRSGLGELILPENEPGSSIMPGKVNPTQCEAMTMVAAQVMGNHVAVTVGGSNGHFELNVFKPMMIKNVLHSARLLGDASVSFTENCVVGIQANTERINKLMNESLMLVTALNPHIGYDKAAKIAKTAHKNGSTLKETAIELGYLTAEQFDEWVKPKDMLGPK
# TSG101-PTAP inh = TSG101-PTAP interaction inhibition, HIV-1 budding; Q99816; Fluorescence polarization, FITC-PTAP peptide/Tsg101, 20 min; Potency, µM (top dose mostly 115 µM), without a hit: top-dose activity change, negative = inhibition, hits mostly inhibitors; 44,000 tested, under 10 active; also: potency is read from the fitted curve at half-maximal effect; 0% is about no effect
#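 Compounds pinned into 10 uM Tsg101 binding domain, then 50 nM FITC-PTAP peptide added in pH 7.5 HEPES buffer; FP read after 20 min, room temperature. Total S+P intensity flags fluorescent compounds; active cut-off <25 µM, efficacy <60%.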
# NTMT1 inhibitor = inhibitors of human N-terminal methyltransferase NTMT1. Q9BV86. NTMT1 MTase-Glo SAH luminescence, purified enzyme. Potency, µM (doses to about 114 µM), for the others: at the top dose activity change, negative = inhibition, usual class: inhibitors. hit rate 2.5% among 59,000;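 also: potency is read from the fitted curve at half-maximal effect; plate controls were DMSO vehicle for no effect and no enzyme for full effect; nearly all actives have a fitted effect of over 65% in size; many of its hits are not listed in these tables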
# Target sequence (Q9BV86 whole entry, looked up): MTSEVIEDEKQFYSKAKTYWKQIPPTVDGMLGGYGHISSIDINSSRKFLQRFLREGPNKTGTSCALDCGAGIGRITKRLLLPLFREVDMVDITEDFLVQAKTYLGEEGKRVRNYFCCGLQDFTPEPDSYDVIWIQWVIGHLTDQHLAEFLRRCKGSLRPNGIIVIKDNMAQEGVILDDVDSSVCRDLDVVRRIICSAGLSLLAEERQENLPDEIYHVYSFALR
# p53null 39C tox = p53 null cell cytotoxicity, nonpermissive temperature | Potency, µM (top dose mostly 46.1 µM), for inactives: at the top dose activity, negative = cell killing, most hits filed as cytotoxic | hit rate 0.97% among 55,000 | H1299 p53-null (neo) cells, 39C, ATPlite viability, 24 h | AID 904;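 also: potency is read from the fitted curve at half-maximal effect; 0% = DMSO only and -100% = full killing by 100 µM tamoxifen; nearly all actives have a fitted effect of over 50% in size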
#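 H1299 lung cancer cells, p53-null (H1299-neo) or expressing p53 A138V (H1299-p53A138V), were plated overnight at 37C, then exposed to compounds at up to 46 uM for 24 hr at 39C. Viability was read by ATP-based luminescence.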
# B2AR arrestin ag = agonists recruiting beta-arrestin to human beta2-adrenergic receptor | HTLA Tango cells, beta-arrestin recruitment, luciferase luminescence, 18 h | Potency, µM (top dose mostly 46.1 µM), without a hit: at the highest dose activation, usual class: activators | 44,000 tested, under 10 active | AID 1347077;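 also: potency is read from the fitted curve at half-maximal effect; 0% = DMSO and full agonism = EC100 isoproterenol or metaproterenol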
#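 Tango cell line, 1% FBS DMEM; cpd titration up to 46 microM; 18 hr, 37 degrees C, 5% CO2. Luciferin/ATP substrate mix added, 15 min RT, luminescence. %Activity, CRC fitting, curve-class categorization.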
# p53null 32C tox = kills p53 null cells at the permissive temperature. H1299-neo p53 null cells, ATP luminescence, 24 h, 32C. Potency, µM (titrated, usually from 46.1 µM), without a hit: top-dose activity change, negative = cytotoxicity, actives largely listed as cytotoxic. hit rate 0.62% among 55,000. AID 903;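 also: potency is read from the fitted curve at half-maximal effect; 0% = DMSO only and -100% = full killing by 100 µM tamoxifen; nearly all actives have a fitted effect of over 55% in size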
#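 H1299-neo (p53 null) cells, 600/well, treated 24 h at 32C with compound up to 46 uM; ATPlite luminescence viability, normalized to DMSO and 100 uM tamoxifen; AC50 by Hill fit.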
# * marks the source's active call; other numbers are inactive results; u = inconclusive; x = not tested or not shown; [ ] = dose if it differs, or a comment. Calls follow the shape of the dose curve; as a rule, active = well fitted curve in the direction sought with a large enough effect; inconclusive = small, poorly fitted or top-dose-only effect, or another doubt; inactive = no such curve, though single readings can be large; an effect the other way counts as inactive or inconclusive. Not all compounds are listed, so the mix of outcomes need not match the whole.
SMILES,NTMT1 inhibitor,TSG101-PTAP inh,FH mod,p53null 39C tox,p53null 32C tox,B2AR arrestin ag,GALK inhibitor
COc1ccccc1C1NC(=O)c2n[nH]c(-c3cccs3)c21 (configuration not stated),u,-5%,-20%,1%,-7%,0%,0%
CCC(C(=O)NCCC(C)C)N(C(=O)Cn1nnc(-c2ccc(C)cc2)n1)c1cccc(O)c1 (configuration not stated),u,-4%,2%,0%,29%,1%,7%
CC(C)(C)c1ccc(NC(=O)CSc2nnc3scc(-c4ccccc4)n23)cc1,4%,-3%,-18%,84%[activator],13%,1%,1%
COc1cccc(CNC(=O)Cn2ccc3cc(S(=O)(=O)N4CCC(C)CC4)ccc32)c1,-3%,4%,-15%,-7%,-7%,2%,0%
CCc1ccc(NC(=O)C2CCN(S(=O)(=O)c3cccc(-c4noc(C)n4)c3)CC2)cc1,2%,0%,u,14%,7%,-3%,6%
CN(C)S(=O)(=O)c1ccc(C(=O)N(Cc2cccnc2)c2nc3c(F)cc(F)cc3s2)cc1,5%,0%,-2%,-4%,-24%,-2%,2%
CCOC(=O)c1ccccc1NC(=O)N(C(C)C)C1CCN(C(C)=O)CC1,1%,-3%,0%,-4%,-9%,-1%,3%
Cc1ccc(-n2nc3c(N4CCCC(C(=O)NCCc5ccccc5)C4)nnc(C)c3c2C)cc1 (configuration not stated),u,5%,-28%,-4%,9%,-1%,0%
COc1ccccc1Cc1nc2ccccc2[nH]c1=O,8%,-3%,-4%,-3%,-2%,0%,0%
O=C(NCc1ccccc1)c1cccc(N2CCCS2(=O)=O)c1,4%,-6%,-2%,8%,-9%,u,-3%
CCCN(CCC)C(=O)Cn1nnc2sc(-c3ccccc3)cc2c1=O,9%,-2%,-1%,4%,-4%,-1%,3%
COc1cc(NC(=O)Cn2c(=O)n(Cc3ccccc3Cl)c(=O)c3cc(OC)c(OC)cc32)cc(OC)c1,21%,0%,-2%,-6%,3%,-2%,-7%
CCOC(=O)c1cnc2c(C(F)(F)F)cccc2c1Nc1cccc(C(=O)OC)c1,-28%,1%,-12%,1%,-16%,-2%,-2%
CCOc1ccc(NC(=O)c2cnc(N3CCCCC3)c3ccccc23)cc1,1%,0%,-19%,0%,27%,0%,-1%
O=C(c1ccc2c(c1)CCN2S(=O)(=O)c1ccccc1)N1CCN(c2ccc(F)cc2)CC1,-2%,1%,-25%,4%,9%,-1%,4%
COc1ccc(-n2c(CCC(=O)O)ccc2-c2ccccc2)c(OC)c1,0%,-6%,-10%,0%,-2%,-2%,-3%
CCCCCCOc1ccc(-c2nc3ccc(Br)cc3c(=O)o2)cc1,5%,-2%,2%,-16%,3%,0%,-1%
CCc1ccc(-n2c(CCC(=O)O)ccc2-c2ccc(F)cc2)cc1,x,3%,x,11%,0%,-2%,-2%
CCOc1ccc(Nc2ncnc3c2cnn3-c2ccc(F)cc2)cc1,-5%,0%,0%,12%,-4%,0%,-5%
Cc1ccc(NC(=O)C2CCN(C(=O)c3cnn(-c4ccccc4)c3-n3cccc3)CC2)cc1C,4%,3%,-15%,4%,29%,-3%,7%

# (more compounds)
SMILES,NTMT1 inhibitor,TSG101-PTAP inh,FH mod,p53null 39C tox,p53null 32C tox,B2AR arrestin ag,GALK inhibitor
COc1ccc(Cl)cc1NC(=O)CN(c1cccc(C)c1C)S(C)(=O)=O,-15%,2%,-34%,20%,9%,1%,2%
COc1ccc(C2C(=O)N(C3CCC(C)CC3)CC(=O)N2CCC2=CCCCC2)cc1OC (configuration not stated),x,-5%,x,-7%,0%,-1%,1%
Cc1cccc(OC(C)C(=O)Nc2nonc2-c2ccc(Br)cc2)c1C (configuration not stated),u,0%,-13%,-27%,4%,-2%,2%
CCNc1nc(NC(C)(C)C)nc(Oc2ccc(=O)n(-c3ccccc3)n2)n1,-2%,-1%,-3%,-6%,0%,0%,3%
COc1cc(OC)c(NS(=O)(=O)c2c(C)nc3sc(C)cn3c2=O)cc1Cl,-2%,-5%,-5%,20µM*,-6%,0%,-6%
O=C(CSc1oc(-c2ccc(F)cc2)nc1S(=O)(=O)c1ccc(Br)cc1)NC1CCCCC1,-6%,0%,2%,-7%,2%,1%,1%
CCOCCCNC(=O)Cn1ncc2c([nH]c3ccc(C)cc32)c1=O,5%,1%,-7%,-3%,7%,0%,1%
CCOC(=O)c1ccc(NC(=O)Cc2coc3cc(C)cc(C)c23)cc1,-4%,-3%,-32%,-2%,-16%,0%,-1%
Cc1ccc(-c2nc3c(c(SCc4ccc(Br)cc4)n2)Cc2c(CO)cnc(C)c2O3)cc1,28%,-4%,-6%,-3%,1%,1%,-4%
COc1ccc(NC(=O)CSc2nc3c(oc4ccccc43)c(=O)n2-c2ccc(C)c(C)c2)cc1,13%,-5%,-5%,-1%,-8%,10%,-1%
Cn1c(=O)n(C/C=C/c2ccccc2)c(=O)c2c1nc1n2CCN1c1ccccc1,-4%,2%,-16%,170%[activator],11%,0%,4%
CCc1ccc(NCc2cc3cc4c(cc3n(CC(=O)Nc3ccc(Cl)cc3)c2=O)OCO4)cc1,-23%,6%,-32%,9%,20%,8%,0%
Cc1ccc(C(=O)Nc2cccc(O)c2)cc1S(=O)(=O)N1CCCCCC1,u,3%,-26%,-13%,-5%,0%,0%
CC(=O)c1ccc(C(=O)N(CCCN(C)C)c2nc3c(C)c(C)ccc3s2)cc1,u,-1%,-18%,-22%,-24%,0%,-10%
O=C(CCCn1c(=O)c2cccn2c2ccccc21)NCCc1ccc(Cl)cc1,10%,0%,-18%,u,u,0%,0%
CCCOc1cccc(C2c3c(oc4ccc(F)cc4c3=O)C(=O)N2c2nc(C)c(C(C)=O)s2)c1 (configuration not stated),-7%,0%,-11%,-13%,0%,0%,0%
Cc1ccc(C(=O)Nc2cccc(C(=O)O)c2)cc1S(=O)(=O)N1CCCC1,u,2%,-2%,u,u,1%,3%
CC(C)c1noc(-c2ccccc2OCC(=O)Nc2ccc([N+](=O)[O-])cc2)n1,-4%,-2%,5%,-4%,-4%,-1%,3%
COc1ccc(C)cc1NC(=O)CSc1nc(=O)n(Cc2cccnc2)c2c1CCC2,21%,2%,-2%,-2%,-2%,-2%,0%
Cc1oc2c(c(C)cc3oc(=O)c(CC(=O)NCc4ccccc4)c(C)c32)c1C,-15%,-2%,2%,-22%,-1%,-2%,-12%

# New compounds follow:
SMILES,NTMT1 inhibitor,TSG101-PTAP inh,FH mod,p53null 39C tox,p53null 32C tox,B2AR arrestin ag,GALK inhibitor
COc1ccc(-c2ccc(NS(=O)(=O)c3ccc(OC)c(OC)c3)cc2)nn1,-4%,-5%,-15%,1%,-7%,-1%,-3%
COc1cccc(CNC(=O)CCS(=O)(=O)c2ccc3c(c2)CC(C)N3C(=O)C2CC2)c1 (configuration not stated),x,-3%,x,11%,3%,-1%,0%
COc1ccc(NC(=O)c2cccn2-c2nnc(N3CCCCC3)s2)cc1,-2%,1%,-19%,u,u,1%,2%
CCN(CC)CCSc1c(C(C)C)cnc2c1c(=O)n(C)c(=O)n2C,u,0%,10%,-38%,1%,0%,1%
O=C(CC(c1cccs1)N1Cc2ccccc2C1=O)Nc1ccccc1F (configuration not stated),5%,0%,0%,7%,-3%,0%,1%
Cc1cc(C)n(-c2nc3cc(Cl)c(Cl)cc3nc2Nc2ccc(F)cc2C)n1,-4%,-2%,3%,-10%,2%,0%,3%
COc1cccc(N2C(=O)CSC23C(=O)N(CC(=O)Nc2cc(C)ccc2C)c2ccccc23)c1 (configuration not stated),-10%,-11%,-3%,-20%,4%,0%,2%
Cc1cccc(CNC(=O)Cn2nc(C)n3c(cc4cc(F)ccc43)c2=O)c1,x,0%,x,-12%,-2%,0%,-4%
CC(=O)Nc1ccc(NS(=O)(=O)c2ccc3[nH]c4c(c3c2)CCCCC4)cc1,u,-8%,u,-10%,5%,0%,0%
Cc1ccc(-c2cc3c(N4CCN(c5cc(C)ccc5C)CC4)nccn3n2)cc1,6%,-5%,-9%,22%,15%,1%,-13%
Cc1ccc(CCNC(=O)c2c(C)oc3nc(C)nc(N4CCOCC4)c23)cc1,-2%,2%,-19%,10%,9%,0%,4%
Cc1cccc(C)c1NS(=O)(=O)c1ccc2c(c1)[C@H]1C=CC[C@H]1[C@@H](c1ccc(Cl)cc1)N2,4%,0%,-10%,12%,3%,0%,u
CCOc1ccc(NC(=O)CN2C(=O)C(c3ccccc3)=NC23CCC(C)CC3)cc1 (configuration not stated),0%,-11%,-24%,9%,11%,-4%,1%
CCS(=O)(=O)c1c(Nc2ccc(F)c(Cl)c2)sc(C(=O)c2ccccc2)c1N,-10%,-2%,-18%,-9%,7%,-2%,0%
COc1ccccc1NC(=O)C1=C(C)Nc2nnnn2C1c1cc(Br)c(O)c(OC)c1 (configuration not stated),x,-4%,x,-8%,3%,1%,u
COc1ccccc1C(=O)Nc1cccc(OCc2cc(=O)n3c(C)csc3n2)c1,-1%,2%,-11%,-8%,-4%,-2%,-2%
O=C(Nc1ccc(Cl)cc1C(F)(F)F)c1cc(S(=O)(=O)NCc2ccccc2)ccc1F,-21%,-2%,-5%,u,5%,0%,-6%
CCOC(=O)c1ccc(N2C(=O)c3[nH]nc(-c4ccc(OCC)cc4)c3C2c2cccs2)cc1 (configuration not stated),16%,2%,-20%,60%,45%[activator],-1%,0%
COc1ccc(CNC(=O)Cn2nc(C)c3nn(-c4ccc(Cl)cc4)c(C)c3c2=O)cc1,16%,0%,3%,6%,10%,0%,-1%
O=C(CSc1nc(-c2ccccc2)no1)N1CCN(c2ccccc2F)CC1,1%,3%,-7%,-2%,-1%,2%,2%

# Two consecutive records already listed, for reference:
SMILES,NTMT1 inhibitor,TSG101-PTAP inh,FH mod,p53null 39C tox,p53null 32C tox,B2AR arrestin ag,GALK inhibitor
COc1ccc(-c2ccc(NS(=O)(=O)c3ccc(OC)c(OC)c3)cc2)nn1,-4%,-5%,-15%,1%,-7%,-1%,-3%
COc1cccc(CNC(=O)CCS(=O)(=O)c2ccc3c(c2)CC(C)N3C(=O)C2CC2)c1 (configuration not stated),x,-3%,x,11%,3%,-1%,0%

# Carrying on.
SMILES,NTMT1 inhibitor,TSG101-PTAP inh,FH mod,p53null 39C tox,p53null 32C tox,B2AR arrestin ag,GALK inhibitor
COc1ccc(CCNC(=O)Cn2cc(C(=O)c3ccc(Cl)cc3)c(=O)c3ccc(C)nc32)cc1OC,u,11%,-19%,-20%,7%,0%,3%
Cc1nc(CC(=O)Nc2ccc(C)c(C)c2)cs1,6%,-2%,6%,-19%,-8%,-1%,u
COc1ccc(-c2cc(C(=O)Nc3c(C(=O)c4ccc(C)c(F)c4)oc4ccccc34)no2)cc1,1%,-1%,-12%,-15%,-8%,1%,-1%
CCN1CCN(C(=O)c2ccc3c(c2)N(Cc2ccccc2)C(=O)c2ccccc2S3=O)CC1 (configuration not stated),-3%,1%,-4%,-13%,4%,0%,1%
